Screens as filed in PubChem BioAssay.
GSIS activator = GLuc luminescence reporter in INS-1E cells, primary screen for activators of glucose-dependent secretion of insulin; INS-1E GLuc reporter insulin secretion, 2-3 h; activation, % at 16.6 µM; 0.61% of 370,000 active; AID 743287;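 active = lowest replicate activation of at least 40%, so every replicate reaches that level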;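 also: 0% = median of neutral control wells and 100% = median of IBMX positive control wells; some compounds called inactive have numbers as strong as hits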
DENV2 CPE = protects cells from dengue virus 2 cytopathic effect | DENV2-infected cells, cytopathic effect rescue, plate reader | 1.7% of 350,000 active | CPE inhibition, % at 9.99 µM; in the data active = CPE inhibition above about 20%, passing the limit was not always enough; tested in BHK-21 cells;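 also: 0% = median of neutral control wells and 100% = median of positive control wells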
RAD54 inh = inhibitors of human RAD54 branch migration; Q92698; RAD54 Holliday junction branch migration, FAM/BHQ fluorescence; inhibition, % at 10.4 µM; 0.14% of 360,000 active;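 active = mean normalized replicate activity at least 40 and at least half of replicates scoring 40 or more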;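 also: 0% = median of neutral control wells and 100% = median of positive control wells; inhibitors cause a drop in the FAM fluorescence signal; in these data hits start at about 50%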
Target sequence (Q92698 whole entry, looked up): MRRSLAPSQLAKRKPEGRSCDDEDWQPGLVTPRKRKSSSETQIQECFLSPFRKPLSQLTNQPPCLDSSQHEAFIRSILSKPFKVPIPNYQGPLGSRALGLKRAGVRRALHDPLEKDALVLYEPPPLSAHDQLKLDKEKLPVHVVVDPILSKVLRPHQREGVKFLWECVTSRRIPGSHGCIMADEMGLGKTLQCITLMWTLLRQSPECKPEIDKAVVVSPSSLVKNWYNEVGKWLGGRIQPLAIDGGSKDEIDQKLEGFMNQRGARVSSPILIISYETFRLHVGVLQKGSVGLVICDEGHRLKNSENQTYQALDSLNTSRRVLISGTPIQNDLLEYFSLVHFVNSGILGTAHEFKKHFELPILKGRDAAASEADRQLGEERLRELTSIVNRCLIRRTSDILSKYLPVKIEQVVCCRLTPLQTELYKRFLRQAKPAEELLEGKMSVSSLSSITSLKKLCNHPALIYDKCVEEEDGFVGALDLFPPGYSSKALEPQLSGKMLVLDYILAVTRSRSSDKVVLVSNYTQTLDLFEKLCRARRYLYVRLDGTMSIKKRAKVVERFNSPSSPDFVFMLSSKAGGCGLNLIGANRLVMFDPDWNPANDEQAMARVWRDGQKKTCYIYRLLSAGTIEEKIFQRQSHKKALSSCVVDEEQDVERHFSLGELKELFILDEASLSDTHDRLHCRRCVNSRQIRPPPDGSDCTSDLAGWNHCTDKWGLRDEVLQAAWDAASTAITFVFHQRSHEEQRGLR
Xi reactivation = reactivates the inactive X chromosome in mouse fibroblasts; activation, % at 7.58 µM; 0.055% of 360,000 active; XiGFP mouse fibroblasts, % GFP-positive cells imaging, 3 d; cells co-treated with 5-aza-dC sensitizer; scaled so ellipticine positive control = 100%; AID 743238;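 active = mean normalized replicate activation at least 10% and every replicate at or above 10%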;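 also: 0% = median of on-plate neutral control wells and 100% = ellipticine 6 µM median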
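System: 68-5-11 XiGFP fibroblast line; Timing: 3 days compound exposure; Compound dosing: one concentration, pinned; Benchmarks: positive control ellipticine, 6 µM final; Buffer or medium: DMEM containing 5-aza-dC.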
E-sel inducer = induces E-selectin expression in human endothelial cells. P16581. HUVEC E-selectin immunofluorescence imaging; normalized: neutral wells 0, TNF-alpha wells 100. activation, % at 7.58 µM. 0.37% of 260,000 active. AID 686992;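 active = mean E-selectin-positive cell signal at least 10% of the positive control, reached in at least 60% of replicates, without over 20% cell loss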;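 also: in these data hits start at about 27%; measured in HUVEC primary endothelial cells; signal is the percent of cells scored E-selectin positive by PE staining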
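Read-out: % PE-positive cells | Test system: HUVEC | Doses: One compound dose added by pin transfer | Buffer or medium: EGM-2 over gelatin coat | Signal: Immunofluorescence imaging | Benchmarks: TNF-alpha, DMSO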
Casp6 inh = caspase-6 (human) enzyme inhibition; purified caspase-6, Z-VEID-R110 cleavage fluorescence; inhibition, % at 12.5 µM; 0.53% of 350,000 active;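 active = mean inhibition across replicates at least about 35%, with every replicate also reaching that limit, limit read from the data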;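 also: 0% = median of neutral control wells and 100% = no fluorescence left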
Target sequence (P55212 24-179 limits assumed): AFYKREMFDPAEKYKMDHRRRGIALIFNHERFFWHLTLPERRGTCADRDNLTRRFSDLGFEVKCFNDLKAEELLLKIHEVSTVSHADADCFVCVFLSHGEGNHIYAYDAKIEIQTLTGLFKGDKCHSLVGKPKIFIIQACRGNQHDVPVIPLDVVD
Target sequence (P55212 194-293 limits assumed): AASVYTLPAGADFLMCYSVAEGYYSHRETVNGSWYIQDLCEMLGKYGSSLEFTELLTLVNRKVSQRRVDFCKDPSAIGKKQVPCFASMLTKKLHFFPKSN
RAD52 inh = inhibitors of human RAD52 DNA annealing. P43351. recombinant RAD52 DNA annealing, FRET fluorescence. inhibition, % at 18.7 µM. 0.46% of 360,000 active;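 active = every replicate showing at least 50% inhibition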
F508del corr = CFTR F508del correction in bronchial cells; 0.36% of 350,000 active; activity (quench increase), % at 7.58 µM; AID 720511; CFBE cells, YFP halide quenching; stimulated with forskolin plus potentiator P3; % fluorescence drop versus neutral controls;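 active = mean added fluorescence quench of at least 8% versus neutral control, with both replicates also reaching 8%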;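 also: cells transiently co-express mutant CFTR-F508del with the halide-sensitive YFP; corrector assay measuring rescue of mutant channel to the surface after 24 h compound exposure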
Starred values were filed as active, the others as inactive; x = not tested or not shown.

no.	smiles	GSIS activator	DENV2 CPE	RAD54 inh	Xi reactivation
1	CCOC(=O)N1CCN(S(=O)(=O)c2ccc(C(=O)N(CCCN(C)C)c3nc4ccc(OC)cc4s3)cc2)CC1	-33	8	22	0.1
2	O=C(c1ccccc1)N1CC(=O)N2[C@H](CO)[C@H](c3ccc(C#Cc4ccccc4)cc3)[C@@H]2C1	-20	13	x	0.5
3	CCCNC(=O)N1CC2(C1)[C@@H](c1ccccc1)[C@@H](CO)N2C(=O)C1CCCC1	10	3	x	0.4
4	CCOC(=O)C(C)/C(C)=N/NC(=O)CCC(=O)Nc1cc(C)ccc1C (stereo not given)	12	13	4	0.0
5	CN(C)C(=O)CSc1nnc(Cc2ccc3c(c2)OCO3)o1	12	6	x	-0.3
6	CN(CCO)c1cnccn1	17	3	x	0.0
7	N#CCC(=O)Nc1ccc(C(=O)OCC(=O)Nc2cccc3ccccc23)cc1	x	-9	0	0.1
8	COc1ccc(NC(=O)N(C)C[C@@H]2OCc3cn(nn3)CCCC(=O)N([C@@H](C)CO)C[C@@H]2C)c(OC)c1	8	x	x	0.1
9	COc1ccccc1C(=O)Nc1ccnn1C1CCN(Cc2cnn(C)c2C)CC1	13	5	-3	0.1
10	Cn1cnnc1SCC(=O)Nc1cc(S(=O)(=O)N2CCCCCC2)ccc1Cl	-1	x	-7	0.4

no.	E-sel inducer	Casp6 inh	RAD52 inh	F508del corr
1	0.1	0	14	1.1
2	-0.2	-1	-5	2.0
3	0.0	1	-2	1.0
4	0.9	-3	-18	-0.4
5	3.5	-3	-4	-0.7
6	x	-7	-5	x
7	0.3	1	-14	-4.2
8	0.3	x	x	-3.0
9	0.4	-8	-5	-0.9
10	0.0	x	x	x

More compounds
no.	smiles	GSIS activator	DENV2 CPE	RAD54 inh	Xi reactivation
11	CC(=O)c1ccc(N=C2NC(=O)C(CO)(CO)S2)cc1	3	-2	-3	0.0
12	COCCN(C(=O)COC(=O)Cc1cccc(OC)c1)c1c(N)n(Cc2ccccc2)c(=O)[nH]c1=O	1	-11	1	0.0
13	COc1ccc(S(=O)(=O)N(C)C[C@@H]2Oc3ccc(NS(=O)(=O)c4ccc(F)cc4)cc3C(=O)N([C@H](C)CO)C[C@@H]2C)cc1	-20	-1	-9	-0.9
14	Clc1ccc(C2CC(c3ccccc3)Nc3ncnn32)cc1 (stereo not given)	-3	0	-4	0.3
15	O=c1[nH]c(=O)c2cc3ccccc3nc2[nH]1	19	7	-1	0.0
16	Cc1nc(-c2ccccc2Cl)sc1C(=O)/C=C/N(C)C	2	7	-7	0.1
17	CCOc1ccc(C(=O)OCC(=O)NC(C)C)cc1	-8	11	x	0.0
18	COc1ccc(NC(=O)NCCCN2CCN(c3ccccc3F)CC2)cc1	-4	4	0	x
19	CC(=O)Oc1ccc(C(=O)O)cc1OC(C)=O	10	10	5	x
20	COc1ccccc1NC(=O)c1sc2nc(N3CCOCC3)c3c(c2c1N)CCCC3	10	18	1	0.0

no.	E-sel inducer	Casp6 inh	RAD52 inh	F508del corr
11	1.7	-4	-8	-0.2
12	0.8	4	-12	0.0
13	-0.3	-2	5	-2.8
14	-0.1	1	-1	0.5
15	-0.4	3	-8	-1.2
16	x	-3	-67	0.3
17	x	0	1	-0.3
18	0.3	-2	-4	-0.6
19	x	1	2	-1.0
20	0.4	0	-3	0.9

(next part)
no.	smiles	GSIS activator	DENV2 CPE	RAD54 inh	Xi reactivation
21	O=C(C[C@H]1CC[C@@H](NC(=O)C2CCC2)[C@@H](CO)O1)NCc1ccncc1	15	8	0	0.0
22	COc1ccc(NC(=O)c2ccccc2Oc2ccccc2)c(OC)c1	-8	-9	0	0.0
23	CCCCn1c(N)c(N(CC(C)C)C(=O)c2cccc(S(=O)(=O)N(CC)c3ccccc3)c2)c(=O)[nH]c1=O	-9	6	-7	0.3
24	COc1cc(CNCc2ccccc2)cc(Cl)c1OC	-3	3	3	0.3
25	C[C@@H]1CN([C@H](C)CO)C(=O)Cc2cc(NC(=O)C3CC3)ccc2O[C@H]1CN(C)Cc1ccc(Cl)c(Cl)c1	-9	-3	-14	0.1
26	O=C(c1ccc(COc2ccc3c(c2)CCC3)o1)N1CCN(c2ccccc2)CC1	-22	4	10	x
27	CC(C)Nc1cc(C(C)(C)C)nc2c(-c3ccccc3)cnn12	-6	46*	x	0.1
28	CC(=O)NC(CC(=O)N1CCN(C(C)=O)CC1)c1ccccc1 (stereo not given)	2	-5	-4	0.1
29	CN(CC(=O)NCc1ccccn1)S(=O)(=O)c1ccc2ccccc2c1	15	-1	3	0.0
30	NCCc1c(-c2ccccc2)n(-c2ccccc2)c2ccccc12	19	-2	x	0.1

no.	E-sel inducer	Casp6 inh	RAD52 inh	F508del corr
21	-0.1	-1	-11	-1.0
22	x	2	0	-1.0
23	0.7	-1	-11	-0.3
24	x	0	0	-1.4
25	0.0	0	-34	2.0
26	x	1	-26	0.3
27	0.3	1	-11	0.8
28	x	-1	0	-0.6
29	x	-3	-5	-2.3
30	x	-3	33	-1.6

Further results:
no.	smiles	GSIS activator	DENV2 CPE	RAD54 inh	Xi reactivation
31	Cc1noc(C)c1C(=O)OCC(=O)N(C)C1CCS(=O)(=O)C1 (stereo not given)	1	-7	x	2.0
32	CO[C@H]1CN(C)C(=O)c2ccc(NC(=O)C3CCOCC3)cc2OC[C@@H](C)N(Cc2cccnc2)C[C@@H]1C	-6	9	10	-0.2
33	CCNC(=O)[C@@H]1[C@@H](CO)[C@@H]2Cn3c(cccc3=O)[C@@H]2N1Cc1cccc(F)c1	5	-8	-2	0.1
34	Cc1noc(C)c1S(=O)(=O)Nc1ccc2c(c1)CC(=O)N([C@H](C)CO)C[C@H](C)[C@H](CN(C)Cc1ccncc1)O2	10	-9	0	-0.1
35	COC(=O)Cc1ccc(OCC(=O)Nc2ccc(OC(F)(F)F)cc2)cc1	-16	1	x	0.0
36	Cc1ccc(Cl)c(NC(=O)CCl)c1Cl	16	6	x	-0.9
37	CCOC(=O)C1(Cc2cccc(F)c2)CCN(Cc2c(C)nn(CC)c2C)CC1	-16	1	0	-0.1
38	CSc1nc2nc(-c3cccc(C(F)(F)F)c3)ccn2n1	-2	1	11	-0.1
39	c1ccc2c(c1)Cc1cc3ccccc3nc1-2	16	-9	11	0.0
40	Cc1cc(/C=N/NC(N)=S)c(C)n1-c1ccc(Br)cc1	-14	-1	x	0.5

no.	E-sel inducer	Casp6 inh	RAD52 inh	F508del corr
31	x	0	1	1.6
32	-0.2	-4	4	3.3
33	-0.8	-3	3	1.9
34	x	-1	-11	0.9
35	x	3	-28	-0.5
36	-1.1	2	7	0.6
37	x	1	-8	-1.2
38	0.8	0	-2	-0.3
39	x	-1	-13	-0.8
40	-2.0	-4	-5	0.9

The results go on:
no.	smiles	GSIS activator	DENV2 CPE	RAD54 inh	Xi reactivation
41	C[C@H](NC(=O)C[C@H]1CC[C@H](NC(=O)C2CC2)[C@H](CO)O1)c1ccccc1	-1	-5	1	-0.4
42	CCCCCCCCCCCCCCCC(=O)NCCO	8	0	-5	0.0
43	Brc1ccc(C2=CC(c3ccco3)n3nnnc3N2)cc1 (stereo not given)	-10	-2	x	0.0
44	CCOc1ccc(NC(=O)CN(C)C(=O)c2cc([N+](=O)[O-])ccc2Sc2ccccc2)cc1OCC	-23	-5	5	0.0
45	CO[C@@H]1CN(C)C(=O)c2ccc(NC(=O)Nc3ccccc3Cl)cc2OC[C@H](C)NC[C@@H]1C	-2	4	5	0.0
46	O=C(c1ccncc1)N1CC(=O)N2[C@H](CO)[C@H](c3ccc(-c4ccccc4F)cc3)[C@H]2C1	3	-7	x	0.6
47	CC(C)CN(C(=O)COC(=O)CCC(=O)c1ccc(F)cc1)c1c(N)n(Cc2ccccc2)c(=O)[nH]c1=O	-9	17	-5	0.1
48	COCC(=O)N(C)C[C@H]1Oc2ncc(-c3ccc(C#N)cc3)cc2C(=O)N([C@@H](C)CO)C[C@@H]1C	2	-2	-2	0.1
49	CCc1ccc(S(=O)(=O)Nc2ccncc2)cc1	3	-2	0	0.0
50	CCOC(=O)N1CCN(C(=O)C2CCC(=O)N(Cc3cccc(C(F)(F)F)c3)C2)CC1 (stereo not given)	10	4	3	0.0

no.	E-sel inducer	Casp6 inh	RAD52 inh	F508del corr
41	0.5	6	1	1.5
42	13	-1	-4	-1.7
43	x	-5	-24	2.4
44	0.1	3	-10	-3.7
45	0.4	-2	8	2.4
46	-0.2	1	-19	-0.5
47	-2.1	0	0	-1.7
48	1.9	0	6	0.4
49	x	-2	-14	-1.9
50	-0.3	0	-11	3.2

(continued)
no.	smiles	GSIS activator	DENV2 CPE	RAD54 inh	Xi reactivation
51	Cc1ccc(S(=O)(=O)N2CC(=O)Nc3ccccc32)cc1	25	1	5	x
52	COc1ccccc1NC(=S)N(Cc1ccccc1)Cc1cccnc1	-6	4	x	-0.1
53	Cc1onc(-c2c(Cl)cccc2Cl)c1C(=O)N1CCSCC1	x	7	-2	0.0
54	O=C(c1ccco1)N1N=C(c2ccccc2O)CC1c1cccs1 (stereo not given)	2	-7	0	0.1
55	COc1cc(Cl)c(C)cc1NC(=O)Cc1cccs1	x	12	-1	0.1
56	Cc1ccc(C(=O)C[n+]2ccccc2)cc1	15	4	-2	0.2
57	CN(C)CCOC1c2ccccc2C=Cc2ccccc21	-13	3	x	0.3
58	COc1ccccc1CNC(=O)Cn1cc(Br)ccc1=O	31	-1	-4	-0.1
59	NS(=O)(=O)c1ccc(NC(=O)COC(=O)c2cn(-c3ccccc3)nc2-c2ccccc2)cc1	17	2	6	-0.2
60	C#CCOCCOCCOCCNc1nc(N2CCN(C(=O)Cn3cc(CCCCN)nn3)CC2)nc(N2CCN(C(=O)[C@H]([C@@H](C)CC)n3cc(CCCCN)nn3)CC2)n1	18	-12	-10	-0.1

no.	E-sel inducer	Casp6 inh	RAD52 inh	F508del corr
51	x	1	-21	1.0
52	x	x	-3	-2.8
53	-0.1	0	-4	0.9
54	-0.6	2	-120	4.6
55	x	1	-2	x
56	0.1	-14	-3	-2.3
57	-0.1	-8	-8	-1.5
58	x	-1	-3	-2.1
59	2.3	-1	-9	3.3
60	0.7	-127	45	0.6

Filtered by structure, the entries above with a furan ring, fused or not.
no.	smiles	GSIS activator	DENV2 CPE	RAD54 inh	Xi reactivation
26	O=C(c1ccc(COc2ccc3c(c2)CCC3)o1)N1CCN(c2ccccc2)CC1	-22	4	10	x
43	Brc1ccc(C2=CC(c3ccco3)n3nnnc3N2)cc1 (stereo not given)	-10	-2	x	0.0
54	O=C(c1ccco1)N1N=C(c2ccccc2O)CC1c1cccs1 (stereo not given)	2	-7	0	0.1

no.	E-sel inducer	Casp6 inh	RAD52 inh	F508del corr
26	x	1	-26	0.3
43	x	-5	-24	2.4
54	-0.6	2	-120	4.6

Following part:
no.	smiles	GSIS activator	DENV2 CPE	RAD54 inh	Xi reactivation
61	COc1cc2c(cc1OC)C(c1cc(Br)ccc1O)N(C(C)=O)CC2 (stereo not given)	x	2	x	0.0
62	CCN(c1cccc(C)c1)S(=O)(=O)c1ccc(-c2cc(C)no2)s1	13	4	-10	0.3
63	COc1ccc(-c2ccc([C@H]3[C@H]4CNCC(=O)N4[C@H]3CO)cc2)cc1	3	-8	x	0.6
64	CCCn1nnc(NC(=S)NC(=O)/C=C/c2ccco2)n1	x	7	-16	0.0
65	CCCCNC(=O)Cn1nc(C)c(S(=O)(=O)N2CCOCC2)c1C	14	0	-11	0.0

no.	E-sel inducer	Casp6 inh	RAD52 inh	F508del corr
61	0.1	-5	-10	-0.3
62	x	10	2	9.2*
63	1.9	0	-13	2.5
64	0.8	17	-125	-0.7
65	x	2	-13	1.0
